# hIAP inh = human IAP inhibitors, primary screen, biochemical, luminescence, uHTS; Intestinal-type alkaline phosphatase (Homo sapiens), P09923; purified IAP, CDP-Star luminescence, 30 min; inhibition, % at 10 µM; hit rate 0.12% among 330,000;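 active = inhibition reaching a set limit with compound at 10 µM in the primary screen, cut at about 35% in these data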;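 also: plate controls were DMSO wells with enzyme for no effect and no-enzyme buffer wells for full effect; values of inactives mirror those of a sister screen read the other way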
# ATG4B inhibitor = ATG4B protease inhibitors, primary screen, biochemical, fluorescence, uHTS; Cysteine protease ATG4B (Homo sapiens), Q9Y4P1; ATG4B cleavage of LC3-PLA2, NBD-HPC fluorescence, 1 h; inhibition, % at 8.33 µM; hit rate 0.51% among 340,000; in the data active = inhibition above about 40%
# NLRP3 yeast inh = NALP3 inflammasome inhibitors in reconstituted yeast, primary screen, luminescence, uHTS; AID 2825, 2010; hit rate 0.39% among 330,000; Yeast reconstituted NLRP3/ASC/caspase-1, beta-gal luminescence, 24 h; inhibition, % at 10 µM;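 active = inhibition of 50% or more; inactive = inhibition below 50%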;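 also: plate controls were induced DMSO wells for no effect and uninduced yeast grown without galactose for full effect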
# TIM10 inh = growth inhibitors of isogenic TIM10 control yeast, primary screen, counter-screen for tim10-1 yeast inhibitor project, luminescence, uHTS; hit rate 1.4% among 330,000; S. cerevisiae TIM10 strain growth, BacTiter-Glo luminescence, 24 h; inhibition, % at 10 µM;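 active = inhibition of 40% or more at the single tested concentration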;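 also: wild-type TIM10 isogenic control strain grown at permissive 25 °C; 0% = DMSO yeast wells and 100% = minimal medium wells without yeast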
# Apaf1 inhib = inhibitors of human Apaf-1 apoptosome, primary screen, biochemical, DEVD-Rh110 fluorescence, uHTS. Apoptotic protease-activating factor 1 (Homo sapiens), O14727. reconstituted apoptosome caspase-3 activity. inhibition, % at 20 µM. hit rate 0.71% among 330,000; active = inhibition of at least 40% at 20 µM;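 also: plate controls were DMSO wells for no effect and DEVD-CHO caspase inhibitor wells for full effect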
# Target sequence (O14727 whole entry, looked up): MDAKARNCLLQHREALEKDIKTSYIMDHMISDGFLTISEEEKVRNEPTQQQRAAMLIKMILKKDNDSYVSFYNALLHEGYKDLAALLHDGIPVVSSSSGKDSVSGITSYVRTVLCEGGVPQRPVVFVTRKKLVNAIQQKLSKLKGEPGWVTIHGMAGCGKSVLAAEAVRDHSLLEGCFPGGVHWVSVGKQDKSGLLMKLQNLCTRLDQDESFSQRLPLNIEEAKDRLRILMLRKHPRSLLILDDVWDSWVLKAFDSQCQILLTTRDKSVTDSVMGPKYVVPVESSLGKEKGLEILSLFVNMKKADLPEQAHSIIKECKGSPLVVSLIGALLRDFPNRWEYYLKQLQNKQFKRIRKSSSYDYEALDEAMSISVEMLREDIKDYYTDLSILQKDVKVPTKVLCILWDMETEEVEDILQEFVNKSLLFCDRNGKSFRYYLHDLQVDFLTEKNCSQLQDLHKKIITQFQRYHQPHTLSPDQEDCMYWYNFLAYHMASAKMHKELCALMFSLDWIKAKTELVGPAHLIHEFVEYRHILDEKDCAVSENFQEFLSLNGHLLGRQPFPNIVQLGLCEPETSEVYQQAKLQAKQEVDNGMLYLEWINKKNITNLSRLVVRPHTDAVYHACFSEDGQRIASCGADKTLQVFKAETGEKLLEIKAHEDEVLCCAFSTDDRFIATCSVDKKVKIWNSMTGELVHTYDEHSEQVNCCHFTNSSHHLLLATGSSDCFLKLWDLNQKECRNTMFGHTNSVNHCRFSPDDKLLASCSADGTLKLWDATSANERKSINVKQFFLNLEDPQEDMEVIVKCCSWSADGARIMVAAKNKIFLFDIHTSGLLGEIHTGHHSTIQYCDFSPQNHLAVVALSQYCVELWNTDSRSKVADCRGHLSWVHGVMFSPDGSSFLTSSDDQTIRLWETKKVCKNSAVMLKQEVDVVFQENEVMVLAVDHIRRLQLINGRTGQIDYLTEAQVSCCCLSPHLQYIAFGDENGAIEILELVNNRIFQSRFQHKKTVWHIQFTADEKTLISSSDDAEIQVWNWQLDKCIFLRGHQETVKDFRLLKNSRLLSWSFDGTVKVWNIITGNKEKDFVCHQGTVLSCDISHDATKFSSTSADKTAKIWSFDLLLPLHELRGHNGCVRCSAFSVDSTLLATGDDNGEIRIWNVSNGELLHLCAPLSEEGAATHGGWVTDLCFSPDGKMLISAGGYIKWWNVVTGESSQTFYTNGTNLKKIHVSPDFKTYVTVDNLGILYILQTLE
#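 System – cell-free apoptosome with Apaf-1, procaspase-3 and caspase-9 · Buffer or medium – pH 7.5 Hepes buffer with CHAPS, BSA, DTT · Also added – cytochrome c with DEVD-Rh110 · Times – 30 min compound preincubation, 50 min activation, room temperature · Technique – Rh110 fluorescence intensity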
# mIAP block = inhibitors of mouse IAP, primary screen, biochemical, luminescence, uHTS; hit rate 0.2% among 330,000; inhibition, % at 10 µM; purified mouse IAP, CDP-Star luminescence, 30 min; AID 2806, 2010;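 active = inhibition of at least 40% at 10 µM in the primary screen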;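 also: plate controls were DMSO with enzyme for no effect and no enzyme wells for full effect; values of inactives mirror those of a sister screen read the other way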
# hIAP act = human IAP activators, primary screen, biochemical, luminescence, uHTS; purified human IAP, CDP-Star luminescence, 30 min; active compounds read high; 1 = vehicle-only enzyme, 0 = enzyme-free background; activation factor at 10 µM; hit rate 0.16% among 330,000; AID 2524, 2010;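 active = activation factor of the enzyme at least 2-fold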; also: the source names both 10 and 20 µM as test concentration; values of inactives mirror those of a sister screen read the other way
# mIAP activ = activators of mouse IAP, primary screen, biochemical, luminescence, uHTS. muIAP, CDP-Star luminescence, 30 min; active compounds read high; 1 = vehicle-only enzyme signal, 0 = enzyme-free wells. intestinal alkaline phosphatase [Mus musculus]. hit rate 0.24% among 330,000. activation factor at 10 µM;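 active = activation factor of at least 2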; also: the source names both 10 and 20 µM as test concentration; values of inactives mirror those of a sister screen read the other way
#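 Assay system: mouse IAP enzyme / Compound: DMSO-dissolved test compounds / Timing: 30 min, room temperature / Measured by: luminescence from enzymatic CDP-Star hydrolysis / Control set: DMSO-only wells, enzyme-free buffer wells as negative control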
# tim10-1 inh = growth inhibitors of tim10-1 mutant yeast, primary screen, luminescence, uHTS. inhibition, % at 20 µM. hit rate 2.2% among 330,000. S. cerevisiae tim10-1 ts strain growth, BacTiter-Glo, 24 h. AID 463190, 2010;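 active = inhibition of at least 40%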;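 also: mutant grown at 25 °C; 0% = DMSO wells with yeast and 100% = wells holding no yeast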
# Numbers without * were called inactive; . = no result given.
SMILES,hIAP inh,ATG4B inhibitor,NLRP3 yeast inh,TIM10 inh,Apaf1 inhib,mIAP block,hIAP act,mIAP activ,tim10-1 inh
COCCNc1nnc(SCC(=O)NNC(=O)c2ccco2)s1,2,0,10,3,-9,22,0.98,0.78,3
COC(=O)c1[nH]c2ccc(Cl)cc2c1NC(=O)c1ccccc1[N+](=O)[O-],14,-4,-3,3,-10,5,0.85,0.95,8
CC(C)(C)OC(=O)N/N=C\c1ccc(OC(=O)c2ccco2)cc1,7,-2,7,16,7,-2,0.93,1,9
CN(C)CCCNc1c2ccccc2nc2ccccc12,-2,7,-3,6,-4,9,1,0.91,-20
Cc1ccc(NC(=O)c2ccc(=O)n(CC(=O)Nc3ccccc3)n2)cc1,0,0,5,-4,3,1,1,0.99,-4
C/C(=N\NC(=O)COc1ccccc1[N+](=O)[O-])c1cccs1,10,-9,17,-22,0,15,0.9,0.85,-11
Cc1ccccc1CN1C(=O)c2ccccc2Sc2ccc(C(=O)NCCCN3CCOCC3)cc21,-17,-7,4,-30,29,0,1.2,1,-26
COc1ccc(OCC(=O)Nc2cccc(C(=O)Nc3ccccc3C(=O)O)c2)cc1,9,-7,11,11,5,5,0.91,0.95,-2
COc1ccc(C2=NS(=O)(=O)N(C)C(C(=O)NCc3cccs3)=C2)cc1OC,-6,-6,2,-7,6,3,1.1,0.97,-12
Cn1c(CNC(=O)CCNC(=O)c2ccccc2F)cc(=O)n(C)c1=O,8,-4,9,-1,-9,1,0.92,0.99,4
CC(C)Cn1c(CN2CCCCC2C)nc2c1c(=O)n(C)c(=O)n2C (centres undefined),-8,-12,12,-7,7,1,1.1,0.99,15
CCc1ccc(N2CCN(CCNC(=O)Nc3ccccc3)CC2)cc1,-16,1,17,8,-1,13,1.2,0.87,18
CCCNC(=O)COC(=O)c1ccc(S(=O)(=O)N2CCCCCC2)cc1,-1,-13,3,18,3,-2,1,1,28
COc1ccc(NC(=O)c2cc(C)nc3ccccc23)cc1S(=O)(=O)Nc1ccccc1Cl,9,-11,-5,12,15,-1,0.91,1,-2
COc1ccc(NC(=O)c2cnc(SC)nc2C)c(OC)c1,4,3,12,11,1,6,0.96,0.94,7
COc1ccc(NC(=O)c2cnc(NS(=O)(=O)c3ccccc3)nc2)cc1,-2,-7,3,-1,1,7,1,0.93,10
CCOC(=O)CNC(=O)Nc1nnc(-c2ccc(OCC)cc2)o1,8,-4,10,14,-5,12,0.92,0.88,4
CC(C)NC(=O)C(C)n1cccc1C(=O)c1ccccc1 (centres undefined),21,7,2,-7,5,-2,0.79,1,6
C=CCOc1ccc(CNCCc2ccc(S(N)(=O)=O)cc2)cc1,3,-1,11,-34,3,-1,0.97,1,-38
CCOc1ccc(C(C)=O)cc1COC(=O)CCc1cc(OC)c(OC)c(OC)c1,12,-10,19,-2,14,4,0.88,0.96,9
CC(=O)c1c[nH]c(C(=O)NCc2cccc(C(F)(F)F)c2)c1,2,2,1,-10,8,-5,0.98,1.1,-4
Cc1ccc(F)c([C@H]2[C@@H]3C=CCC[C@@]3(C)C(=O)N2Cc2ccccc2)c1,23,23,-41,40,11,4,0.77,0.96,45*
COc1cc2ccccc2cc1C(=O)NC1CCCC1,10,-1,22,-35,6,-7,0.9,1.1,-29
Cc1cc(C)nc(NC(=O)CSc2nc3ccccc3s2)n1,-12,1,9,15,-7,-5,1.1,1,37
Cc1ccc(C(=O)NCc2ccc(F)cc2)s1,16,-9,32,1,1,1,0.84,0.99,-2
CCc1nnc(NC(=O)CSc2nnc(Cc3cc(=O)[nH]c(=O)[nH]3)n2-c2cccc(OC)c2)s1,3,4,9,-14,-2,-2,0.97,1,-4
C=CCNc1ncnc2c1cnn2-c1ccc(Cl)cc1,6,8,21,3,8,-10,0.94,1.1,19
N=c1n(-c2ccccc2)c(O)cc(=O)n1-c1ccccc1,-6,7,16,-10,-11,-2,1.1,1,4
C=CCNC(=O)N1C2=NC(C(=O)OC)=C(C(=O)OC)[C@@H]3N(Cc4ccccc4)c4ccccc4[C@]23C[C@H]1C(=O)OC,3,-15,13,5,12,3,0.97,0.97,4
CCOc1ccc2ccccc2c1C1NC(=O)N(C)C(C)=C1C(=O)OCCOC (centres undefined),-16,4,4,7,0,10,1.2,0.9,17
O=S(=O)(Nc1cccc2ncccc12)c1cccc(C(F)(F)F)c1,-7,-11,-3,5,18,-1,1.1,1,7
O=C(/C=C/c1cccc(Cl)c1)Nc1ccncc1,-5,-14,9,-6,6,-3,1,1,8
Cc1cc(C)n2nc(SCC#N)nc2n1,10,3,14,2,4,4,0.9,0.95,-4
CC1CCCN(Cc2nc3c(c(=O)n(C)c(=O)n3C)n2Cc2c(F)cccc2Cl)C1 (centres undefined),4,-26,4,11,5,-10,0.96,1.1,22
O=C(/C=C/c1cccs1)N1CCC2(CC1)Oc1ccc(F)cc1C(=O)C21CC(c2ccc(Cl)cc2)=NO1 (centres undefined),15,-4,4,-2,14,12,0.85,0.88,11
COC(=O)c1ccc(NC(C)=O)o1,30,5,9,5,-24,-3,0.7,1,2
COc1ccc(CN2CCCCCC2)cc1OC,-2,5,-2,-15,-2,-4,1,1,-8
CC1(C)NC(=O)N(CCCCOc2cccc(C(F)(F)F)c2)C1=O,3,0,-2,-9,1,8,0.97,0.92,28
O=C(Nc1nnc(CCN2CCCCC2)s1)c1ccc(Br)cc1,6,-1,-2,-13,-10,2,0.94,0.98,5
COC(=O)c1cn(C(C)C(=O)NCc2ccco2)c2ccccc12 (centres undefined),-3,-7,18,2,2,-4,1,1,6
O=C(CN1CCN(c2ccc(F)cc2)CC1)c1ccc2c(c1)OCO2,-2,-2,21,2,-21,2,1,0.98,11
CCN(CC)CCCNC(=S)N1CCn2c(nc3ccccc32)C1,0,-5,4,4,-16,-6,1,1.1,-4
Cc1cc(N2CCOCC2)nc(-c2ccc([N+](=O)[O-])cc2)n1,4,-9,9,1,12,7,0.96,0.93,15
Cc1cc(NC(=O)CCCS(=O)(=O)c2nc(-c3cccs3)cc(C(F)(F)F)n2)no1,-2,-7,9,49*,14,-7,1,1.1,39
COc1ccc(S(=O)(=O)NC2CCCCC2)cc1C(=O)N1CCCCC1,6,2,6,-6,1,-3,0.94,1,-13
CCN1/C(=C/C=C/C=C/c2sc3ccccc3[n+]2CC)Sc2ccccc21,20,.,19,81*,80*,35,0.8,0.65,80*
CCOC(=O)N1CCN(C(=O)/C(=C/c2ccc(OC)c(OC)c2)NC(=O)c2ccccc2)CC1,4,-5,1,12,-4,4,0.96,0.96,1
COCCSc1nnc(NC(=O)C2CC(=O)N(c3ccc(OC)cc3)C2)s1 (centres undefined),-8,-12,4,-25,-6,-8,1.1,1.1,16
COc1ccccc1N1C(=O)S/C(=C\c2cc(C)n(C)c2C)C1=O,-12,23,10,11,-4,14,1.1,0.86,9
CC(=O)N(C)c1ccc(NC(=O)Cc2cccc3ccccc23)cc1,0,-7,-5,18,-21,-6,1,1.1,12
Cc1ccc(-c2nnn(CC(=O)N(CCN3CCOCC3)C(C(=O)NC(C)(C)C)c3ccco3)n2)cc1 (centres undefined),-1,-16,9,12,0,-2,1,1,-9
CCNc1nc(N)nc(Oc2ccc(C(=O)OC)cc2)n1,1,-2,-4,-3,-6,-3,0.99,1,15
C=CCC[C@H](Cc1ccc(F)cc1)C(=O)OC[C@@H](Cc1c[nH]c2ccccc12)NC(=O)[C@H](CC=C)CC(=O)NCCO,-4,-24,19,4,24,4,1,0.96,20
Cc1cc(C(=O)COC(=O)c2ccc(Br)o2)c(C)n1C,-21,-5,19,8,-13,0,1.2,1,10
COc1ccccc1/C=C/CN1CCCC(CCC(=O)NCc2ccc(F)c(F)c2)C1 (centres undefined),-12,21,4,2,12,-8,1.1,1.1,19
O=S(=O)(c1cccs1)N1CCN(CC(O)COC2CCCc3ccccc32)CC1 (centres undefined),12,8,12,19,-3,-2,0.88,1,27
COCCn1c(SCCN2CCCCC2)nc2ccccc2c1=O,7,0,1,-3,3,-3,0.93,1,-6
CC1CC(CC(=O)NC(=S)Nc2ccccc2Cl)C(=O)O1 (centres undefined),8,6,6,-1,-6,-5,0.92,1,14
CCN1C(=O)[C@H]2[C@H]3CN=C(SCc4ccc(C#N)cc4)N3[C@@](Cc3ccccc3)(C(=O)OC)[C@H]2C1=O,.,1,.,7,14,10,.,0.9,18
Cc1cc(=O)oc2ccc(OCC(=O)N3CCc4ccccc43)cc12,3,-16,14,9,9,-3,0.97,1,6

# Overlap with the part before: 4 compounds, then new ones.
SMILES,hIAP inh,ATG4B inhibitor,NLRP3 yeast inh,TIM10 inh,Apaf1 inhib,mIAP block,hIAP act,mIAP activ,tim10-1 inh
COCCn1c(SCCN2CCCCC2)nc2ccccc2c1=O,7,0,1,-3,3,-3,0.93,1,-6
CC1CC(CC(=O)NC(=S)Nc2ccccc2Cl)C(=O)O1 (centres undefined),8,6,6,-1,-6,-5,0.92,1,14
CCN1C(=O)[C@H]2[C@H]3CN=C(SCc4ccc(C#N)cc4)N3[C@@](Cc3ccccc3)(C(=O)OC)[C@H]2C1=O,.,1,.,7,14,10,.,0.9,18
Cc1cc(=O)oc2ccc(OCC(=O)N3CCc4ccccc43)cc12,3,-16,14,9,9,-3,0.97,1,6
COc1ccc(NC(=O)/C(=C/c2ccc(OC(C)=O)c(OC)c2)NC(C)=O)cc1,2,4,-6,-19,4,5,0.98,0.95,18
CSCC[C@H](NC(=O)C1CCN(C(=O)[C@@H](N)Cc2ccccc2)CC1)C(=O)O,6,6,4,2,-6,0,0.94,1,-10
CSc1nnnn1-c1ccc(C(=O)O)cc1,-4,2,17,11,2,-11,1,1.1,11
O=C(Nc1ccccc1)c1cccnc1N1CCOCC1,-7,-7,0,-5,5,-1,1.1,1,7
COc1ccc(C(=O)N2CCNC(=O)C2CC(=O)Nc2cccc(Cl)c2Cl)cc1 (centres undefined),4,-5,9,1,9,-4,0.96,1,7
O=C(c1cn(-c2ccccc2)nc1-c1cccnc1)N1CCN(S(=O)(=O)c2ccccc2F)CC1,-8,-9,6,9,19,7,1.1,0.93,3
O=C(CCC(=O)OCC(=O)c1ccc(Br)cc1)NC1CCCCC1,-6,10,3,-4,1,-11,1.1,1.1,31
C/C(=N\N1CCN(Cc2ccc(C)cc2)CC1)c1ccco1,-10,7,5,-1,0,-1,1.1,1,-8
O=C(NCCCNCCCNC(=O)c1ccccn1)c1ccccn1,-2,-10,-3,-8,-2,27,1,0.73,3
CCC(=O)Nc1c(C(=O)N2CCN(c3ccccn3)CC2)cnn1-c1ccc(Cl)cc1,-2,-8,1,0,11,11,1,0.89,11
Cc1ccc(C)n1-c1ccsc1C(=O)CC#N,3,-10,2,-1,15,-11,0.97,1.1,1
CCCC1(C(=O)OCC)NC(c2ccc(N(C)C)cc2)C2C(=O)N(c3ccccc3)C(=O)C21 (centres undefined),5,-2,2,14,2,-7,0.95,1.1,3
